Assay outcomes deposited in PubChem by National Center for Advancing Translational Sciences (NCATS).
LMNA splice mod = qHTS Assay for Modulators of Lamin A Splicing. HeLa LMNA splicing GFP/RFP minigene ratio, 48 h. Potency, µM (titrated, usually from 46.1 µM), for the others: at the top dose ratio change, negative = inhibition, most hits filed as inhibitors. 0.01% of 200,000 active. AID 1487, 2009; active means well fitted inhibition curve with a large enough effect in the signal ratio, with a control signal flat, not every such curve was filed as active; inconclusive means small, poorly fitted or top-dose-only effect, or effect the other way, or a change in a side signal; the % refers to the signal ratio; further: on the % scale 0 is the no-effect control and ±100 the full control effect
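S3 HeLa stable clones carrying a lamin A-EGFP splicing minigene plus DsRed2 were seeded at 600 cells/well in Opti-MEM with 2% FBS, pin-dosed and incubated 48 h at 37°C. Acumen cytometry (488 nm) gave the GFP/RFP total-intensity ratio.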
Epigenetic reg = Quantitative High-Throughput Screen for Regulators of Epigenetic Control; murine LDR cells, GFP reporter derepression, 30 h; Potency, µM (top dose mostly 53.9 µM), for the others: at the highest dose GFP activation, actives largely listed as activators; 0.2% of 280,000 active; active means well fitted activation curve with a large enough effect; inconclusive means small, poorly fitted or top-dose-only effect; further: % of control where 0% means no effect; nearly all actives have a fitted effect of over 60% in size
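Derepression of a silenced CMV-GFP reporter in murine LDR cells is scored by enumerating GFP-positive cells with a laser-scanning microplate cytometer after 30 hours of treatment at 37 C.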
An asterisk follows results filed as active; ? = inconclusive; [ ] = remark or other dose. Potency means the concentration at half of the fitted maximal effect. This is a subset. The share of hits here may be higher or lower than overall.

SMILES | Epigenetic reg | LMNA splice mod
COCCn1c(C)cc(O)c(C(c2ccc(F)cc2)N2CCN(c3ccccc3)CC2)c1=O (stereo not given) | -2.1% | -7.2%[46 µM]
CCN(CC)CCNC(=O)c1ccc(-c2nc(CN3CCc4ccccc43)c(C)o2)cc1 | -0.9% | -3.6%[46 µM]
CCOc1ccccc1Nc1cc(-c2ccccc2)nc(C)n1 | 4.8% | -19.1%[46 µM]
COc1cccc(Oc2nc(C)nc3c2oc2ccccc23)c1 | -0.2% | -4.1%[46 µM]
COc1cc(OC)c(NS(=O)(=O)c2cc3c(cc2C)N(C(C)=O)CCO3)cc1Cl | 0.0% | -20.6%[46 µM]
O=C(CCCn1c(=O)c2cccn2c2ccccc21)NCCc1ccc(Cl)cc1 | 1.4% | ?
COc1ccc(NC(=O)CSc2nccn2Cc2ccc3c(c2)OCO3)cc1 | -1.1% | ?
COc1ccc(C(=O)Nc2ccc3nc(SCC(=O)N4CCCc5ccccc54)sc3c2)cc1 | -2.4% | ?
O=C(CCS(=O)(=O)c1cccc2nonc12)Nc1ccc(Br)cc1 | 0.8% | 8.9%[46 µM]
CCOc1ccc(Nc2ncnc3c2cnn3-c2ccc(F)cc2)cc1 | 1.8% | 0.4%[46 µM]
CSc1ncc(C(=O)N2CCN(c3cc(C)ccc3C)CC2)c(C)n1 | 0.8% | ?
COc1ccc(C(=O)NCc2ccc3c(c2)CCN3C(=O)c2ccccc2)cc1 | -0.2% | ?
CCc1ccc(-c2cn3c(n2)sc2cc(C(=O)NCCc4ccc(OC)cc4OC)ccc23)cc1 | 1.4% | 7.0%[46 µM]
CCOC(=O)c1c(S(=O)(=O)N2CCCC(C(=O)Nc3cccc(C)n3)C2)c(C)n(C)c1C (stereo not given) | 1.3% | ?
COc1ccc(Nc2cc(C(=O)NCCCN(C)c3ccccc3)c3ccccc3n2)c(OC)c1 | -1.1% | -15.6%[46 µM]
CCOC(=O)c1c(C)oc2nc(C)nc(N3CCN(c4ccc(C)cc4C)CC3)c12 | -1.3% | ?
CCc1ccc(NC(=O)CSc2nccn2C2CCCC2)cc1 | -1.3% | -3.2%[46 µM]
COc1cc(/C=C(\C#N)c2nc3ccccc3c(=O)[nH]2)cc(OC)c1OC | 0.0% | 5.4%[46 µM]
CCCCn1c(=O)n(CC2CCC(C(=O)NCCCOC)CC2)c(=O)c2sccc21 (stereo not given) | 0.0% | 20.2%[46 µM]
Cc1cc(F)ccc1NC(=O)C(C(C)C)N1Cc2ccccc2C1=O (stereo not given) | -0.4% | ?
CCN1CCN(c2ncc3c(n2)CCN(Cc2ccc(OC(C)C)cc2)C3)CC1 | -2.2% | ?
Cc1ccc(CCNC(=O)c2ccc(CNS(=O)(=O)c3ccc(F)cc3)cc2)cc1 | 0.0% | ?
Cc1cc(C)c2c(=O)cc(CSCC(=O)Nc3ccccc3Cl)[nH]c2c1 | -3.1% | -18.1%[46 µM]
O=C(NCC(c1cccnc1)N1CCOCC1)C(=O)Nc1cccc(Cl)c1 (stereo not given) | 1.4% | 11.6%[46 µM]
COCCCNC(=O)CSc1nc2cc3c(cc2c(=O)n1CCCCCC(=O)NCc1ccc2c(c1)OCO2)OCO3 | -1.3% | -6.9%[46 µM]
COc1cccc(Cc2nc3ccccc3nc2SCC(=O)N2CCCCC2C)c1 (stereo not given) | 2.4% | -13.6%[46 µM]
CCOc1ccc(OC(=O)c2cn(-c3cccc(OC)c3)c(=O)c3ccccc23)cc1 | 3.8% | 1.7%[46 µM]
CCCCOC(=O)CSc1nnc(-c2ccccc2)o1 | -0.4% | 0.1%[46 µM]
Cc1ccc(S(=O)(=O)CCC(=O)Nc2ccc(OC(F)(F)F)cc2)cc1 | -1.3% | -1.4%[46 µM]
Cc1cccc(CS(=O)(=O)Cc2ccc(C(=O)NCc3ccc(Cl)cc3)o2)c1 | 0.0% | ?
Cc1ccc(Cl)cc1NC(=O)c1oc2ccc(S(=O)(=O)N3CCCCC3)cc2c1C | 1.2% | 5.0%[46 µM]
Cc1cccc(NC(=O)CSc2nc3ccc(NC(=O)CCc4ccccc4)cc3s2)c1 | 7.3% | 0.8%[46 µM]
CCOc1cc(-c2ccc(OC(=O)c3ccccc3F)cc2)cc(=O)c2c(C)oc(C)c12 | ? | -29.2%[46 µM]
O=C(/C=C/c1ccc(Cl)cc1)N1CCC(c2nc3ccccc3o2)CC1 | -1.6% | ?
COc1cccc(-c2nc(SCC(=O)N3CCc4ccccc43)c3c(=O)n(C)c(=O)n(C)c3n2)c1 | -2.2% | ?
COc1ccccc1N1CCN(S(=O)(=O)CCNC(=O)C2CC(=O)N(c3ccccc3)C2)CC1 (stereo not given) | 1.1% | ?
CC(=O)Nc1nonc1-c1nnc(SCc2ccccc2Cl)n1C | -2.2% | 10.2%[46 µM]
CCOC(=O)c1[nH]c(C)c(CCC(=O)Nc2c(C)cc(C)cc2C)c1C | -1.7% | -20.7%[46 µM]
CCOc1ccccc1NCc1nnc2n1CCCCC2 | -1.4% | ?
O=S(=O)(c1cccc(C(F)(F)F)c1)n1c(/C=C/c2ccccc2)nc2ccccc21 | 1.4% | ?
Cc1c(C(=O)Nc2cccc(F)c2)sc2nc(-c3cc4ccccc4oc3=O)[nH]c(=O)c12 | 0.0% | -3.0%[46 µM]
Cc1ccc(CCNC(=O)c2ccc(CNS(=O)(=O)c3ccc(C)cc3)cc2)cc1 | 0.6% | ?
COc1cccc(N2CCN(C(=O)CN3CCSc4ccc(S(=O)(=O)N(C)C)cc43)CC2)c1 | -1.7% | ?
O=c1c(S(=O)(=O)c2ccccc2)cn(Cc2ccc(F)cc2)c2cc(N3CCOCC3)c(F)cc12 | -1.2% | -11.5%[46 µM]
CCc1ccc(NC(=O)Cn2nnc(-c3ccccc3N)n2)cc1 | -1.6% | -0.6%[46 µM]
COCCc1nn2c(=O)cc(COC(=O)c3ccc(C(C)(C)C)cc3)nc2s1 | 1.5% | 21.3%[46 µM]
CCC1CN(C(=O)N2CCC(C(=O)N3CCN(c4cccc(C)c4C)CC3)CC2)c2ccccc2O1 (stereo not given) | 0.0% | -15.3%[46 µM]
Cc1cccc(NC(c2nnc(-c3ccccc3)o2)c2ccc(F)cc2Cl)c1C (stereo not given) | 2.3% | ?

Grouped by structure, the compounds so far containing a furan ring, fused or not (five)
SMILES | Epigenetic reg | LMNA splice mod
COc1cccc(Oc2nc(C)nc3c2oc2ccccc23)c1 | -0.2% | -4.1%[46 µM]
CCOC(=O)c1c(C)oc2nc(C)nc(N3CCN(c4ccc(C)cc4C)CC3)c12 | -1.3% | ?
Cc1cccc(CS(=O)(=O)Cc2ccc(C(=O)NCc3ccc(Cl)cc3)o2)c1 | 0.0% | ?
Cc1ccc(Cl)cc1NC(=O)c1oc2ccc(S(=O)(=O)N3CCCCC3)cc2c1C | 1.2% | 5.0%[46 µM]
CCOc1cc(-c2ccc(OC(=O)c3ccccc3F)cc2)cc(=O)c2c(C)oc(C)c12 | ? | -29.2%[46 µM]

Additional records:
SMILES | Epigenetic reg | LMNA splice mod
COc1ccc(N2CC(NC(=O)c3ccc(S(=O)(=O)N4CCCC4)cc3)CC2=O)cc1 (stereo not given) | 5.7% | ?
COc1ccc(-c2nnc(SCC(=O)Nc3cc(OC)ccc3OC)nc2-c2ccc(OC)cc2)cc1 | -1.3% | -4.9%[46 µM]
CCOCCCNC(=O)C1CCC(CNS(=O)(=O)c2ccc(NC(C)=O)cc2)CC1 (stereo not given) | -1.1% | -1.5%[46 µM]
CCOC(=O)c1c(N)n(-c2ccc(OCC)cc2)c2nc3ccccc3nc12 | -0.2% | ?
O=C(CSC1=Nc2ccccc2C2=NC(Cc3ccccc3)C(=O)N12)Nc1ccccc1F (stereo not given) | -4.1% | ?
COc1cccc(C(=O)Nc2nc(-c3ccc(Br)cc3)ns2)c1 | -1.6% | -3.8%[46 µM]
Cc1ccc(-n2c3c(cc(C(=O)Nc4cccc(Cl)c4)c2=O)C(=O)CC(C)(C)C3)cc1 | 0.6% | 4.0%[46 µM]
COc1ccccc1CNc1ncnc2c1c(-c1ccccc1)cn2-c1ccc(Br)cc1 | 4.1% | -0.4%[46 µM]
COc1cc2cc(CNc3ccccc3)c(=O)n(CC(=O)Nc3ccccc3)c2cc1OC | 0.0% | -18.7%[46 µM]
Cc1cccc(N(C)S(=O)(=O)c2cc3c(cc2Cl)NC(=O)CO3)c1 | 1.4% | -5.3%[46 µM]
Cc1nc2nc(SCC(=O)Nc3ccccc3Cl)nn2c(C)c1Cc1ccccc1 | -2.2% | 2.6%[46 µM]
Cc1ccc(S(=O)(=O)N2CCCc3cc(NC(=O)c4c(F)cccc4F)ccc32)cc1 | -2.6% | -1.4%[46 µM]
O=C(CN1C(=O)C2(SCC(=O)N2c2ccc(F)cc2)c2ccccc21)NC1CCCCC1 (stereo not given) | -1.3% | -11.2%[46 µM]
O=c1cc(CSc2n[nH]c(-c3ccccc3)n2)[nH]c2ccccc12 | -5.1% | -7.2%[46 µM]
CC1CCCN(S(=O)(=O)c2ccc(N3CCCCS3(=O)=O)cc2)C1 (stereo not given) | 1.6% | 3.3%[46 µM]
CCc1ccc(N(CC)C(=O)c2sc3nc4n(c(=O)c3c2C)CCCC4)cc1 | 0.8% | -14.5%[46 µM]
COc1ccc(-c2cc3ccc(O)c(CN4CCCC4)c3oc2=O)cc1 | -2.8% | -5.3%[46 µM]
CC1=C(C(=O)Nc2ccc(C)c(C)c2)C2(CCCCCC2)OC1=O | 0.0% | -0.7%[46 µM]
O=C1CC(c2nc(-c3cccc(Cl)c3)no2)CN1c1ccc2c(c1)OCCO2 (stereo not given) | 0.0% | -12.6%[46 µM]
CCSc1ccccc1C(=O)Nc1ccc(-c2nc3ccccc3s2)c(O)c1 | ? | ?
COc1cc(OC)c(NC(=O)c2cnn(-c3cccc(Cl)c3C)c2C2CCN(C(=O)OC(C)(C)C)CC2)cc1Cl | -0.2% | 1.2%[46 µM]
CCN1CCN(C(=O)c2cnn(-c3cccc(Cl)c3)c2C2CCN(C(=O)OC(C)(C)C)CC2)CC1 | -1.3% | -14.3%[46 µM]
Cc1nn2c(=O)cc(COC(=O)c3cccc(NC(=O)COc4ccccc4C)c3)nc2s1 | -4.1% | ?
COc1ccc(N2CCN(CCCNC(=O)c3ccc4nc(CCc5ccccc5)oc4c3)CC2)cc1 | 3.4% | -2.9%[46 µM]
COc1cccc(C(=O)Nc2ccc3c(c2)CCCN3C(=O)c2cccs2)c1OC | -4.1% | -4.9%[46 µM]
O=C(NCc1ccccc1)c1ccc(CSc2nc3cccnc3n2Cc2ccccc2)cc1 | 0.0% | ?
CC(C)Oc1ccc(C(=O)N(Cc2ccco2)c2ccccn2)cc1 | -0.8% | 7.3%[46 µM]
CCCS(=O)(=O)c1ncc(Cl)c(C(=O)N2CCN(c3ccc(OC)cc3)CC2)n1 | ? | ?
Cc1ccc(NC(=O)C2CCN(S(=O)(=O)c3ccc4c(c3)CCCC(=O)N4)CC2)cc1N(C)C | -1.3% | -19.9%[46 µM]
CCOC(=O)c1cccnc1SCC(=O)Nc1ccc(C)cc1C | 2.4% | 9.0%[46 µM]
CC1CCN(S(=O)(=O)c2cc3c4c(c2)CC(=O)N4CCC3)CC1 | -0.2% | -3.6%[46 µM]
CCOC(=O)c1[nH]c(C)c(CCC(=O)Nc2cc(C)ccc2OC)c1C | -3.8% | ?
COc1ccc(Nc2nc(-c3ccccc3F)nc3ccccc23)cc1OC | 2.4% | ?
CCCCNC(=O)C(CC)Sc1nnc(-c2cccc(F)c2)c(-c2cccc(F)c2)n1 (stereo not given) | -0.5% | -3.3%[46 µM]
COc1ccc(-c2c(C)c3ccc(O)c(CN4CCN(C)CC4)c3oc2=O)cc1OC | 4.0% | ?
CCSc1nc2c([nH]c3ccccc32)c(=O)n1-c1ccc(OC)cc1 | 1.4% | -0.5%[46 µM]
Cc1ccc2c(c1)N(CC(=O)NCCc1ccc(Cl)cc1)C(=O)c1cccnc1O2 | -1.2% | 0.9%[46 µM]
CCOc1cc(C2C(C(=O)OC)=C(C)NC3=C2C(=O)c2ccccc23)c(Br)cc1O (stereo not given) | 0.0% | ?
Cc1c(C(=O)N2CCC(C)CC2)c(S(=O)(=O)Nc2cccc(C#N)c2)c(C)n1C | -1.1% | -7.3%[46 µM]
CC1CCc2c(cc(-c3ccccc3)n2-c2ccc(C(=O)NC(C)C)cc2)C1 (stereo not given) | 11.4% | 3.7%[46 µM]
COc1ccc(N2CCN(S(=O)(=O)CCNC(=O)c3c(F)cccc3Cl)CC2)cc1 | 0.0% | ?
Clc1cccc(CSc2nnc(C3CCNCC3)o2)c1 | -0.8% | -5.1%[46 µM]
COC(=O)c1ccccc1NC(=O)c1ccc(CN2CC(=O)N3CCCCC3C2=O)cc1 (stereo not given) | -1.2% | -8.7%[46 µM]
Cc1ccc(C)c(N2CCN(S(=O)(=O)c3cc(C(=O)Nc4cc(Cl)cc(Cl)c4)ccc3F)CC2)c1 | 1.4% | -2.9%[46 µM]
CC1=C(C(=O)N2CCN(c3cccc(Cl)c3)CC2)C2(CCCCC2)OC1=O | 0.0% | -0.7%[46 µM]
